# Source: PubChem (Center for Chemical Genomics, University of Michigan)
# Dicer processing = blocks human Dicer maturation of pre-miR-21; Q9UPY3; 47,000 tested, 6% active; cat-ELCCA pre-miR-21 Dicer processing, chemiluminescence; hits give high values; z-score at 25 µM; in the data active means z-score above about 3, passing the limit was not always enough;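 further: plate controls were vehicle for no effect and no enzyme for full effect; higher signal means more uncleaved substrate so more Dicer inhibition; strong numbers were not always called active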
# * hit, by the source's call; & = joins results of further samples.
molecule,Dicer processing
Cc1ccc(Nc2nc(N)nc(CSc3nc(C)cc(C)n3)n2)cc1,2.58
O=S(=O)(c1ccc(NC(=S)N/N=C/c2ccccn2)cc1)N1CCCCC1,4.25*
COc1ccc2c(OC)ccc3c2c1C=CC3=O,-0.88
Cc1ccc(Sc2nc3ccc(Cl)cc3s2)cc1,-1.81
Cn1c(-c2ccc3c(c2)OCO3)cn2cc(-c3ccc(Cl)cc3)nc12,-1.2
Cc1ccc(C)c(S(=O)(=O)Nc2cc(Cl)c3oc(=O)sc3c2)c1,11.8*
CCOC(=O)C(Nc1ccc(Cl)cc1)C(=O)OCC,0.62
Nc1cccc(-c2nc3ccccc3[nH]2)c1,-0.02
CCOC(=O)c1cc(CC)sc1NC(=O)Cn1c(=O)sc2ccccc21,2.15
Cn1c(=O)c2c(c3ccccc31)OC(=O)CC2c1ccc(F)cc1 (configuration not stated),-1.23

# The results go on.
molecule,Dicer processing
CCOC(=O)N1c2ccccc2Sc2ccccc21,0.27
COC(=O)c1ccc(-c2n[nH]c(=O)c3ccccc23)cc1,-0.54
COC(=O)C(C)Nc1n[nH]c(=O)[nH]c1=O (configuration not stated),-0.08
COC(=O)c1ccc([C@@H]2Nc3c(C)cccc3[C@@H]3C=CC[C@@H]32)cc1,0.62
C=CC(C)c1c(CCC)nc(-c2ccccn2)[nH]c1=O (configuration not stated),-0.89
O=C(Nc1ccc(C(F)(F)F)cc1)c1ccc2ncsc2c1,-3.77
CC1CC(N(CCC#N)S(=O)(=O)c2ccc(Br)cc2)CC(C)(C)C1 (configuration not stated),-0.9
O=C(CC1(O)C(=O)Nc2ccc(Br)cc21)c1cccs1 (configuration not stated),-1.85
CCOC(=O)c1noc(Oc2ccc(Cl)cc2Cl)n1,1.32
O=C(Cn1c2ccccc2n2nc(-c3ccco3)nc12)c1ccc(Br)cc1,-1.19

# (cont.)
molecule,Dicer processing
CN(/N=C/c1ncc(C(F)(F)F)cc1Cl)C(=O)c1ccccc1Cl,0.44
O=c1[nH]oc(O)c1-c1ccccc1,0.27
COC(=O)c1ccc(S(=O)(=O)N(C)C2CCCCC2)o1,-1.23
CCOC(=O)C1=C(C(=O)OCC)SC(=C2C(=S)C(C)(C)Nc3cc(C)ccc32)S1,0.28
COc1ccc(OCCSc2nnnn2C2CCCCC2)cc1,1.7
C=CCN1C(=O)C2(/C(=C(/O)c3ccc(C)cc3)C(=O)C(=O)N2CCCOC)c2ccccc21 (configuration not stated),0.49
Cc1ccc(NC(=S)C(C#N)C(=O)N2CCOCC2)c(C)c1 (configuration not stated),0.97
Cn1c(=O)c2c(nc(CN3CCN(c4ccc(F)cc4)CC3)n2CC(=O)C(C)(C)C)n(C)c1=O,0.98
Cc1cc(C)c(NC(=O)CSc2cc(C(F)(F)F)cc(C(F)(F)F)c2)c(C)c1,-0.29
CCCc1ccc(NC(=S)OC)cc1,-1.03

# Next entries:
molecule,Dicer processing
CCOC(=O)c1cnc2c(c(C)nn2C)c1N1CCC(C(=O)OCC)CC1,0.07
CCOC(=O)/C(C#N)=N/Nc1c(S(=O)(=O)Cc2ccco2)csc1C(=O)OC,2.08
Cc1cccc(Nc2ncnc(N)n2)c1C,-1.01
FC(F)(F)C1CCN(c2nc3c(Cl)cc(Cl)cc3s2)CC1,1.08
CCCCn1c(C)cc(=S)cc1C,4.49*
CCOC(=O)/C(C#N)=C/N=C(N/N=C(\C)c1ccc(Cl)c(Cl)c1)SC,-0.18
CC1(C)CC2CC(C)(CN2c2ccc(C(F)(F)F)cc2[N+](=O)[O-])C1 (configuration not stated),-0.19
Cc1ccccc1-c1nc2ccc(Cl)cc2c(=O)o1,1.3
NC(=S)SC(CC(=O)c1ccccc1)c1ccsc1 (configuration not stated),-1.46
CCCC(CCC)C(=O)O,0.35&-0.11

# The results go on:
molecule,Dicer processing
CCn1c(C(O)c2ccc(OCc3ccccc3)c(OC)c2)nc2ccccc21 (configuration not stated),-0.14
Cc1ccc(-n2c(-c3ccc(-n4c(C)ccc4C)cc3)n[nH]c2=S)cc1,2.38
CC1=C(C(=O)OCCOc2ccccc2)C(c2ccc(C)cc2)C2=C(CC(C)(C)CC2=O)N1 (configuration not stated),-1.71
COc1cc(C2Oc3ccccc3C3CC(c4ccccc4)=NN32)ccc1OC(C)=O (configuration not stated),4.45*
CN(C)S(=O)(=O)NCc1ccc2c(c1)OCO2,2.81
O=S1(=O)N=C(Nc2cccc(F)c2)c2ccccc21,-1.2
COc1cccc2cc(C(=O)O)c(=O)oc12,-0.3
COC(=O)C1=C(C)NC(C)=C(C(=O)OC2CCCN(Cc3ccccc3)C2)C1c1cccc([N+](=O)[O-])c1 (configuration not stated),-1.73
Cc1ccc(S(=O)(=O)Nc2cc(Cl)c3oc(=O)sc3c2)c(C)c1,11.9*
COC(=O)/C=C1/NCC(OC(=O)c2ccc(C(C)(C)C)cc2)CNC1=O (configuration not stated),4.36*

# (more compounds)
molecule,Dicer processing
COc1cc(C2C(C(=O)OC3CCCCC3)=C(C)NC3=C2C(=O)CCC3)ccc1O (configuration not stated),0.83
CCOC(=O)c1ccc2c(c1)c1c(n2CC)C(=O)CCC1,0.22
CC1CC(OC(=O)C(O)c2ccccc2)CC(C)(C)N1C (configuration not stated),0.92
Cc1ccccc1OCc1nc2c3c4c(sc3ncn2n1)CCCC4,0.77
Cc1cc(C)n(-c2ccc(N=NC3=C(O)CCCC3=O)cc2)n1,-0.9
Cc1ccc(-c2nnc(NC3CCCCC3)c3ccccc23)cc1S(=O)(=O)NCC1CCCO1 (configuration not stated),-0.59
CCOC(=O)C1CCCN(S(=O)(=O)c2ccc(C(=O)OC)n2C)C1 (configuration not stated),-0.72
Cn1nccc1NC(=O)Nc1ccc(Cl)cc1,0.51
Cc1ccc(Sc2cccc3nc(N)nc(N)c23)cc1,-0.41
CCOc1ccc(C2Nc3ccccc3-c3cc(C)nn32)cc1 (configuration not stated),3.24*

# Continued.
molecule,Dicer processing
Cc1oc(-c2ccc(Cl)cc2)cc1-c1ccn[nH]1,-1.31
CC(C)Sc1n[nH]c(=O)n1-c1cccc(C(F)(F)F)c1,-0.6
CC(=O)Oc1cc(C(F)(F)F)ccc1C(=O)O,-1.52&0.55
COC(=O)c1c(N)n(-c2ccc(OC)cc2)c2nc3ccccc3nc12,2.9
Cc1cccc(CSc2nnc(CCCCCN)o2)c1,-2.13
Cc1noc(C)c1NC(=O)Nc1cc(C(F)(F)F)cc(C(F)(F)F)c1,0.16
CNC(=S)N/N=C/c1c(O)ccc2ccccc12,0.57
O=C(Nc1cccnc1)c1ccc(Oc2cc(Cl)cc(Cl)c2)o1,-0.02
O=C(CSc1nnc2ccccn12)c1ccc2c(c1)OCO2,-0.46
O=c1[nH]cnc2cc(-c3ccc(F)cc3)sc12,-2.4

# Later entries.
molecule,Dicer processing
CCOC(=O)CSc1ccc2c3c(cccc13)C(=O)N(CCc1ccc(OC)c(OC)c1)C2=O,2.09
CC(C)COC(=O)C(C)Oc1ccc2c(c1)oc(=O)c1ccccc12 (configuration not stated),0.93
Cc1c(C(=O)O)nn(-c2ccccc2)c(=O)c1C#N,-0.63
CC(C)(C)OC(=O)N[C@@H](CC(N)=O)C(=O)OCc1ccc(CC(=O)O)cc1,-1.63
Cc1ccc(-c2nnc3c4ccccc4c(C)nn23)cc1S(=O)(=O)NCc1ccccc1,2.83
COc1ccc(Br)c(C(=O)NNC(=O)c2ccccc2N)c1,-0.9
S=C1SCN(Cc2cccs2)CN1Cc1cccs1,-1.96
COc1ccc(C2=NOC(CN3C(=O)c4ccccc4S3(=O)=O)C2)cc1 (configuration not stated),-1.56
Cc1nc(C)c(S(=O)(=O)NCc2ccc(N3CCN(C)CC3)cc2)s1,0.3
Cc1c(C(=O)O)sc2sc(C(=O)O)c(C)c12,0.52

# The listing continues:
molecule,Dicer processing
c1ccc(-c2nc3ccccc3nc2-c2cccs2)cc1,-0.93
Cn1c(=O)c2c(nc(Oc3ccc(F)cc3)n2Cc2ccc(F)cc2)n(C)c1=O,-0.88
Cc1csc2sc(-c3ccnc(SCC(=O)NC(C)C)n3)c(C)c12,-0.72
CC(C)C(=O)N(c1ccc2oc(=O)sc2c1)S(=O)(=O)c1ccccc1,2.56
Cc1nc(C(F)(F)F)ccc1C(=O)Nc1oc(-c2ccccc2)cc1C#N,0.93
NC(N)=NCCCCN=C(N)N,-3.19
COc1ccc(C2NN=C(c3ccc(C)cc3)S2)cc1OC (configuration not stated),0.4
CC(C)NC(=O)CSc1nccc(-c2cccs2)n1,0.49
O=C(NC1CCS(=O)(=O)C1)c1ccc(Br)cc1 (configuration not stated),-0.19
O=C(COc1ccccc1)Nc1c(Cl)ccc2nsnc12,-0.24

# Reprinted at random: two entries already listed
molecule,Dicer processing
COc1ccc(C2NN=C(c3ccc(C)cc3)S2)cc1OC (configuration not stated),0.4
Cc1csc2sc(-c3ccnc(SCC(=O)NC(C)C)n3)c(C)c12,-0.72

# Later entries:
molecule,Dicer processing
O=S(=O)(CCSc1nccc(-c2cccs2)n1)c1ccc(Cl)cc1Cl,1.13
CCOC(=O)c1ccc(N2C(=O)CSC2c2ccccc2)cc1 (configuration not stated),-0.92
O=C1NN(C(=O)Nc2ccc(Br)cc2)[C@@H](c2ccccc2)[C@@H]1c1ccccc1,0.96
Cc1c(S(=O)(=O)N2CCCN(C(=O)OC(C)(C)C)CC2)cnn1-c1ccccc1,0.81
COc1cc(C2N3CC4(C)CN2CC(C)(C3)C4=O)ccc1O (configuration not stated),0.39
Cc1ccc(-c2cc(=O)[nH]c(Nc3nc(C)c4ccccc4n3)n2)cc1,-1.16
Cc1cc2n(n1)C(c1cc(Br)ccc1O)Nc1c(C)cccc1-2 (configuration not stated),8.68
O=c1onc(-c2ccccc2)n1-c1cccc(Cl)c1,0.68
COC(=O)c1ccc(C(=O)OC)c(N(C)S(C)(=O)=O)c1,0.19
CCOC(=O)c1c(NC(=O)COc2ccc(Br)c(C)c2)sc2c1CCC2,0.34

# Continued, starting with the last three of the part before.
molecule,Dicer processing
O=c1onc(-c2ccccc2)n1-c1cccc(Cl)c1,0.68
COC(=O)c1ccc(C(=O)OC)c(N(C)S(C)(=O)=O)c1,0.19
CCOC(=O)c1c(NC(=O)COc2ccc(Br)c(C)c2)sc2c1CCC2,0.34
CC1(C)CC(=O)C2=C(C1)Nc1[nH]n(-c3ccccc3)c(=O)c1C2c1ccco1 (configuration not stated),-0.52
CCCCOc1ccc(C2c3c(oc4ccccc4c3=O)C(=O)N2c2nncs2)cc1 (configuration not stated),-0.11
CCOC(=O)C(=CNc1ccc2c(c1)OCO2)C(=O)OCC,-0.93
N#C/C(=C\Nc1ccccc1)S(=O)(=O)c1ccc(Cl)cc1,-4.83
Cc1ccc(-c2nc(C#N)c(NCCCn3ccnc3)o2)cc1,-0.3
CC(C)=NN/C(N)=N/C(=S)Nc1ccccc1,3.99*
O=c1[nH]c2cc([N+](=O)[O-])c([N+](=O)[O-])cc2[nH]c1=O,-0.81
O=C(CSc1nc2ncccc2[nH]1)Nc1ccc(Cl)c(F)c1,-0.4
CC(=O)/C(N=Nc1cc(Cl)cc(Cl)c1)=C(\C)O,0.68
CN(C(=O)COc1cc(C(F)(F)F)n(C)n1)c1ccccc1,-0.76

# Next section.
molecule,Dicer processing
N#Cc1c(-c2cccs2)c2c([nH]c1=O)CCCC2,-1.09
NCCCC(=O)O,1.36
Cc1onc(NC(=O)c2nccnc2C(=O)O)c1Br,-0.71
O=C(Nc1ccccc1Cl)C1Sc2nnc(-c3ccccc3)n2NC1c1ccccc1 (configuration not stated),0.44
O=S(=O)(Cc1c(Cl)cccc1Cl)c1cccs1,-2.22
O=C(c1ccc(Cl)c(Cl)c1)c1nn2c(nc(=O)c3ccccc32)s1,-3.6
COC(=O)c1cc(-c2ccc(S(=O)(=O)N3CCCCC3)cc2)c(C(F)(F)F)s1,-1.78
COCCOC(=O)C1=C(C)NC2=C(C(=O)CC(C)(C)C2)C1c1ccc(C(C)C)cc1 (configuration not stated),-1.08
COc1ccc(Cc2nnc(Nc3ccc(Cl)cc3Cl)o2)cc1OC,3.89*
Cc1nc(-c2cc(C#N)c(Sc3ccc(Cl)cc3Cl)nc2C)cs1,-0.35

# Carrying on.
molecule,Dicer processing
COC(=O)C1=C(C)N2C(=O)CSC2=NC1c1ccc2c(c1)OCO2 (configuration not stated),-0.86
C=CCOC(=O)C1=C(C)NC2=C(C(=O)CCC2)C1c1ccc(C)cc1 (configuration not stated),-0.45
COC(=O)COC(=O)c1sc(=S)n(C)c1C,-1.17
Cc1cc(C)c(S(=O)(=O)N2CCN(S(=O)(=O)c3c(C)cc(C)cc3C)CC2)c(C)c1,0.33
COc1cc2c3c(c1OC)C1(C=CC(=O)C=C1)CC3N(S(=O)(=O)c1ccc(C)cc1)CC2 (configuration not stated),0.98
O=C(OCC1CC(c2ccccc2)=NO1)c1ccc2ccccc2n1 (configuration not stated),-1.29
CC(=O)N(O)CCCCCNC(=O)CCC(=O)N(O)CCCCCNC(=O)CCC(=O)N(O)CCCCCN,2.44
S=C1NCN(CCc2ccncc2)CN1,-0.47
COC(=O)c1c(C)nn(C(=O)c2ccc(Cl)cc2)c1-c1snnc1C,0.43
CCOC(=O)/C(C#N)=C/c1sccc1C,0.82

# New compounds follow:
molecule,Dicer processing
CC1(C)CC(=O)C2=C(C1)Nc1ncnn1C2c1ccccc1 (configuration not stated),1.87
CC(=O)Oc1ccccc1/C(=C/C=C(c1ccccc1)c1ccccc1)N1CCOCC1,4.31*
O=C1CS(=O)(=O)N(Cc2ccccc2)c2cc(Cl)ccc21,-0.93
O=C(OCCSc1ccc(C(F)(F)F)cn1)c1ccc(Cl)cc1,-0.69
O=C1NC(c2ccccc2)=N/C1=C/c1ccc(OCc2ccccc2)cc1,-0.93
O=C1N(Cc2ccccc2)c2ccc(Br)cc2C1(O)c1c[nH]c2ccccc12 (configuration not stated),3.86

# Not all compounds are listed; count on the stated rates, not on these rows.
